# Compound activity deposited in PubChem BioAssay by several laboratories.
# E coli Lon inh: inhibitors of E. coli Lon protease, primary screen, biochemical, fluorescence polarization; hit rate 0.42% among 360,000; P0A9M0; purified E. coli Lon protease; inhibition, % at 7.94 µM; in the data active means inhibition above about 13%, passing the limit was not always enough;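 further: 0% = enzyme with probe and DMSO and 100% = no enzyme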
# MsrA inh: bovine MsrA enzyme inhibitors, primary screen, biochemical, absorbance, HTS. Methionine sulfoxide reductase A (Bos taurus). purified bovine MsrA, absorbance read-out. inhibition, % at 15.5 µM. hit rate 0.75% among 360,000. AID 651718, 2012; in the data active means inhibition above about 4.5%;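 further: 0% = vehicle wells with enzyme and 100% = reference inhibitor wells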
# PABP1 MLLE inh: inhibitors of PABP1 MLLE–PAM2 peptide binding, primary screen, biochemical, fluorescence polarization, FITC-PAM2, GST-MLLE; Polyadenylate-binding protein 1 (Homo sapiens), P11940; inhibition, % at 20 µM; hit rate 0.36% among 360,000; AID 588489, 2011; in the data active means inhibition above about 35%, passing the limit was not always enough;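 further: plate controls were DMSO wells with GST-MLLE for no effect and wells lacking GST-MLLE protein for full effect; some results filed as inactive read as strong as hits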
# bovine MsrA act: bovine MsrA enzyme activators, primary screen, biochemical, absorbance, HTS | Methionine sulfoxide reductase A (Bos taurus) | purified bovine MsrA, absorbance read-out | activation, % at 10.6 µM | hit rate 0.3% among 360,000; in the data active means activation above about 7.5%;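 further: 0% = vehicle and 100% = reference activator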
# MT1-MMP act inh: blockers of MT1-MMP proenzyme processing, primary screen, HT1080 RFP-PRO-GFP cells, GFP/RFP fluorescence | Matrix metalloproteinase-14 (Homo sapiens), P50281 | GFP/RFP ratio fluorescence, overnight; percent of plate control window, DMSO zero | GFP/RFP ratio change, % at 20 µM | hit rate 0.061% among 360,000 | AID 651647, 2012;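 active means GFP/RFP ratio change of at least 30% with cell ATP level not reduced by more than half and red fluorescence within 50% of control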; further: strong numbers were not always called active
#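 Assay system: HT1080 cells carrying an RFP-PRO-GFP reporter | Dosing: Single dose of 20 µM compound, 1% DMSO final | Incubation: Cells overnight before dosing, compound overnight, 37 °C, 5% CO2 | Evaluation: GFP/RFP fluorescence ratio | Control set: DMSO and RFP-L50D-GFP cell wells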
# Rin1-Abl PPI inh: inhibitors of Rin1-Abl protein binding, primary screen, biochemical, TR-FRET; Tyrosine-protein kinase ABL1 (Homo sapiens) + Ras and Rab interactor 1 (Homo sapiens), …; inhibition, % at 7.35 µM; hit rate 0.4% among 360,000; AID 588664, 2011; in the data active means inhibition above about 5%, passing the limit was not always enough
# FAS TE block: FAS thioesterase domain inhibitors, primary screen, biochemical, fluorescence intensity, uHTS. inhibition, % at 15 µM. hit rate 0.67% among 360,000. Fatty acid synthase (Homo sapiens), P49327. recombinant FAS-TE, OMFH fluorogenic substrate, fluorescence endpoint;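 active means compounds whose normalised, plate-corrected inhibition of enzyme fluorescence in the single-dose primary screen is 50% or more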;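 further: 0% = DMSO with enzyme and 100% = substrate without enzyme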
# Target sequence (P49327 whole entry, looked up, the tested form may be a part): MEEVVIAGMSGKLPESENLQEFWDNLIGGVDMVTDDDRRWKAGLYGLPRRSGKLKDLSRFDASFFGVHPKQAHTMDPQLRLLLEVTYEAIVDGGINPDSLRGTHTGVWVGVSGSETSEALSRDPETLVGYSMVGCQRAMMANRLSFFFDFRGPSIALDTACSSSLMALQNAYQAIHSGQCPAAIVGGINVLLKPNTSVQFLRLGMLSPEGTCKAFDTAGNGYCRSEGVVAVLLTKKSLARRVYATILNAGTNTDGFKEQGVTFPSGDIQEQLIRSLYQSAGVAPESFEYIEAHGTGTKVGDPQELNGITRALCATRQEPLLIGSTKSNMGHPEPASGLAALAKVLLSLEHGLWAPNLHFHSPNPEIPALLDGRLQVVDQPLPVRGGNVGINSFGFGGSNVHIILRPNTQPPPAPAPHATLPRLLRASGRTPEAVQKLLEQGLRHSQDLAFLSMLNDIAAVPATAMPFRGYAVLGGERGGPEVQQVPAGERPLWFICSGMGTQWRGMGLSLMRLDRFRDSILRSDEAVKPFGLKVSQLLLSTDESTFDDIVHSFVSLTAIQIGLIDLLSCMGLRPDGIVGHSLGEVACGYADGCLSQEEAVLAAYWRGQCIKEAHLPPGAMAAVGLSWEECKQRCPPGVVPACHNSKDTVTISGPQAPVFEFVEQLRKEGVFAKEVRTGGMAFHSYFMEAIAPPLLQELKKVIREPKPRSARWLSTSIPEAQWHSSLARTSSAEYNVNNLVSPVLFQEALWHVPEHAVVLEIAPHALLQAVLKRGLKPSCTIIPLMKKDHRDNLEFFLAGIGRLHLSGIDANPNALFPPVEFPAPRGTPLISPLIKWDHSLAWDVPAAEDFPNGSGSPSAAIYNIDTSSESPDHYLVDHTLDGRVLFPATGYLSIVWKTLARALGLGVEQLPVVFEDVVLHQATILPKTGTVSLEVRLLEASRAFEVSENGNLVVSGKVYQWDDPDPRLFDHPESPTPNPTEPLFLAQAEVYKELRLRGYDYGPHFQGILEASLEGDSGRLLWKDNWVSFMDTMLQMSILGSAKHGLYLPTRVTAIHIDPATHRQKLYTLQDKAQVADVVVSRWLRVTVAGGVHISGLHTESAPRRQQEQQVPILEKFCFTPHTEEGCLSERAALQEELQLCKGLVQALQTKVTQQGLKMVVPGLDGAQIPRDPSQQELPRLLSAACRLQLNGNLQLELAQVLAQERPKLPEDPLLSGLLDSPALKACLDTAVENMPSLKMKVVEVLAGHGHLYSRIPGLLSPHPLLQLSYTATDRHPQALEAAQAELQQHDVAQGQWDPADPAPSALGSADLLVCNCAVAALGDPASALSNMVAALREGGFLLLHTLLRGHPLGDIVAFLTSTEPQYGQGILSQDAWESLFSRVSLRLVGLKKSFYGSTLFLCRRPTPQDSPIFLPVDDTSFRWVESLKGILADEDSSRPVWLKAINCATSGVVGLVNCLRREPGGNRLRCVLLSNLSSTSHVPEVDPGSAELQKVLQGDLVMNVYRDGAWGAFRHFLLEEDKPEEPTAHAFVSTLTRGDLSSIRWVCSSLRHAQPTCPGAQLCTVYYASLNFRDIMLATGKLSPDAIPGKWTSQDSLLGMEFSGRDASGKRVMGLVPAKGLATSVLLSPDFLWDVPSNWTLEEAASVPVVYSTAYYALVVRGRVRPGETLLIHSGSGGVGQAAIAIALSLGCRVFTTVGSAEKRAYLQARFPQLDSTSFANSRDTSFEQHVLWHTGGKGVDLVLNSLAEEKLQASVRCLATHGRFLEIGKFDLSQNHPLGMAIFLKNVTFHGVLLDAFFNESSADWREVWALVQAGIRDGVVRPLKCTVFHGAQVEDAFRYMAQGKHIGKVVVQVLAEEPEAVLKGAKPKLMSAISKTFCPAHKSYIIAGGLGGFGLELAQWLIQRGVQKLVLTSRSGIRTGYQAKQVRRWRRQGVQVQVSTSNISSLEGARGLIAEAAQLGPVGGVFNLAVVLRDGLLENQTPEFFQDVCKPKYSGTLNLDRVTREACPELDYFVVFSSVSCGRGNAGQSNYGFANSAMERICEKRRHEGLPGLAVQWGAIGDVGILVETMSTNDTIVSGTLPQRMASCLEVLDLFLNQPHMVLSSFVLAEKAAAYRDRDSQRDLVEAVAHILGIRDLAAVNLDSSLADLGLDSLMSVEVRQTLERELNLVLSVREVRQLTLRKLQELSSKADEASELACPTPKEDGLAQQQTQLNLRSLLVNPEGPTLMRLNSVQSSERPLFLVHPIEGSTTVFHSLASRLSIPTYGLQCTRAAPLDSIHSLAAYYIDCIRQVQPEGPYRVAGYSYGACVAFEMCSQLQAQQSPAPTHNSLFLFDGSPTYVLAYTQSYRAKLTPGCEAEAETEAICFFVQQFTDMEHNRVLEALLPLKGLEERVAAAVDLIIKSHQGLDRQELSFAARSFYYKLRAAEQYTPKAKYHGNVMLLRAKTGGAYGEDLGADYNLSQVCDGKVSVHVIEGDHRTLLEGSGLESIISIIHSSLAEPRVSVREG
# CSN inh: inhibitors of CSN-mediated cullin deneddylation, primary screen, biochemical, fluorescence polarization, uHTS; COP9 signalosome complex subunit 5 (Homo sapiens), Q92905; Purified CSN, SCF-Nedd8-OG deneddylation; inhibition, % at 12.5 µM; hit rate 0.38% among 360,000; AID 651999, 2013;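 active means pattern-corrected inhibition above about 35%, with an unprinted fluorescence ratio check between 0.5 and 1.5, limit read from the data, passing the limit was not always enough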;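 further: 0% = enzyme with substrate and 100% = substrate without enzyme; some results filed as inactive read as strong as hits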
#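 test system = HEK293T-derived human Csn5 enzyme | amount = 0.24 nM Csn5 enzyme, final concentration | medium = Tris/NaCl/DTT buffer, pH 7.5 | schedule = 90 min reaction at room temperature | signal = FP | evaluation = inhibition of Csn5 cleavage, % | compound dosing = single dose of 12.5 µM compound with 0.25% DMSO | probe or stimulus = 10 nM SCFSkp2-Nedd8OG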
# Rpn11 block: Rpn11 (PSMD14) deubiquitinase inhibitors, primary screen, biochemical, fluorescence polarization, uHTS; 26S proteasome non-ATPase regulatory subunit 14 (Homo sapiens), O00487; human 26S proteasome, Ub4-pepOG fluorescence polarization; 20S core pre-blocked with epoxomicin; calls only at 20 µM; hit rate 0.59% among 360,000; AID 588493, 2011;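 active means inhibition at 20 µM, scaled to each plate's controls, above about 33%, limit read from the data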
# Starred values were filed as active, the others as inactive; i = inactive; x = no result given.
SMILES,E coli Lon inh,MsrA inh,PABP1 MLLE inh,bovine MsrA act,MT1-MMP act inh,Rin1-Abl PPI inh,FAS TE block,CSN inh,Rpn11 block
COc1cccc(CC2(CO)CCCN(Cc3cc(F)ccc3-n3cccn3)C2)c1 (stereo not given),-6.4,0.5,9.1,-10.8,-6.9,2.3,-3.3,4.0,i
COc1cccc(NC(=O)c2ccc(N3C(=O)C4CCC(C)CC4C3=O)cc2)c1 (stereo not given),6.8,0.9,1.6,-0.7,-2.2,-2.2,2.6,3.6,i
CCCCN(CC)CCNC(=O)c1cc2c(=O)n(C)c3ccccc3c2s1,4.5,3.5,-9.0,-1.2,3.4,-5.5,6.5,3.8,i
COC(=O)c1ccc(C23CC4(C2)[C@H](CN(C)[C@@H]4c2ccccc2)C3c2ccc(C(F)(F)F)cc2)cc1 (stereo not given in full),-9.8,-1.0,-2.3,-1.5,0.5,1.9,23.9,-0.8,i
CC(C)(C)c1ccc(/C=C/C(=O)N2CCOCC2)cc1,3.9,0.1,-11.9,-1.4,2.8,-1.0,-7.6,-15.7,i
COC(=O)c1ccc(CN(Cc2ccc(C(=O)OC)o2)C(C)(C)C)o1,-7.1,-0.4,-9.5,-5.3,4.9,0.8,-7.9,-6.7,i
COc1ccc(C2C(C(=O)NCc3ccccn3)CCC(=O)N2c2cc(OC)c(OC)c(OC)c2)cc1 (stereo not given),0.2,1.3,-6.5,-0.7,3.6,0.7,-0.8,1.1,i
Cc1ccc(-n2c(C)cc(C(=O)COC(=O)C3=NNC(=O)CC3)c2C)cc1,-10.3,-0.4,9.7,-0.9,2.6,-0.3,-6.0,-4.2,i
CC1(C)CC(NCc2ccccc2)=CC(=S)N1,-207.7,x,-63.8,0.6,-23.5,0.3,-2.2,16.8,x
O=C(/C(=N/N=C/c1ccc(O)c(O)c1)c1ccccc1)c1ccccc1,5.4,0.9,2.2,-4.4,1.4,-2.3,1.4,-2.6,i
CNC(=O)/C(=C\c1ccc2c(c1)OCO2)NC(=O)c1ccc(Br)cc1,-17.7,1.4,7.3,-4.3,0.2,-1.6,2.2,-6.3,i
CCOc1cc(/C=N/NC(=O)CSc2cccc3cccnc23)ccc1O,1.6,4.2,6.4,-1.9,2.0,-2.6,0.2,5.8,i
CCC(C)(C)c1ccc(Oc2ccc(NC(=O)COC(=O)C3=COCCO3)cc2)cc1,-1.7,1.9,14.9,0.8,-4.3,-0.9,3.6,0.8,i
Cc1ccc(C)c(C(=O)CCC(=O)NCc2ccc(Cl)cc2)c1,8.1,-0.8,-12.7,-2.1,-1.7,2.0,17.6,-3.1,i
COC(=O)N/N=C/c1cc(N=Nc2ccccc2)ccc1O,6.0,2.1,-3.7,-6.5,7.7,-3.5,7.7,1.3,i
Cc1ccc(F)cc1NC(=O)Cc1nn(C)c(=O)c2ccccc12,-1.2,-1.2,7.0,-4.4,-3.9,2.7,-6.2,-2.0,i
O=C(C1=C(O)C(=O)N(CCN2CCOCC2)C1c1cccc(O)c1)c1cc2ccccc2o1 (stereo not given),-15.3,0.5,-2.2,-3.0,-3.7,-4.9,-3.5,-0.9,i
Cc1cc(C)c(C(=O)N(C)CC2CCCN(CCc3ccccc3F)C2)o1 (stereo not given),-4.9,-0.3,7.3,-4.5,-0.9,0.3,-2.3,5.6,i
COC(=O)CCCn1cc(CN2CC(N3CCCCC3)CS2(=O)=O)nn1 (stereo not given),-5.0,-0.4,x,-1.6,1.5,x,-8.5,0.2,x
NS(=O)(=O)c1ccc(NC(=O)Nc2cccc3ccccc23)cc1,-7.0,0.8,0.3,-6.4,3.1,-2.6,1.7,-1.1,i
CCCN1C(=O)C2(C(C(=O)c3ccc(C)o3)=C(O)C(=O)N2CCCOC)c2ccccc21 (stereo not given),12.6,3.4,-2.4,-6.2,0.6,-17.2,-2.2,0.3,i
COc1ccc(C)cc1S(=O)(=O)NC(C)C(=O)NC1CC1 (stereo not given),5.5,2.7,-9.1,-6.0,1.5,2.4,-4.8,0.5,i
O=C(COC(=O)/C=C/c1ccccc1[N+](=O)[O-])Nc1ccc2[nH]c(=O)[nH]c2c1,-4.2,-0.4,-14.1,-2.1,2.7,3.6,-5.8,0.9,i
CCc1nc2c(OCc3ccc(C#N)cc3)cccn2c1N(C)C(=O)c1ccco1,4.6,-0.8,0.5,-0.5,x,-1.0,-1.6,0.6,i
Cc1nc(C)c(-c2csc(Nc3ccc(O)c(C(=O)O)c3)n2)s1,-1.3,0.4,20.2,-3.6,-2.7,2.3,0.5,2.7,i
SMILES,E coli Lon inh,MsrA inh,PABP1 MLLE inh,bovine MsrA act,MT1-MMP act inh,Rin1-Abl PPI inh,FAS TE block,CSN inh,Rpn11 block
O=C(c1csc2ccccc12)N1CCN(c2ccccn2)CC1,-2.8,-0.7,18.9,-1.6,4.1,-0.9,-2.4,4.5,i
CCOC(=O)c1cn(-c2ccc(F)c(F)c2F)c2c(F)c(F)c(F)cc2c1=O,-4.7,-0.1,7.3,1.6,-3.1,2.6,4.8,3.5,i
CN(Cc1nc(C(c2ccccc2)c2ccccc2)no1)CC1COCCO1 (stereo not given),-3.0,0.6,-4.2,-0.1,0.4,-2.4,1.6,-0.8,i
C[C@H]1[C@H](C)CC[C@]2(C(=O)O)CC[C@]3(C)C(=CC[C@@H]4[C@@]5(C)CC[C@H](O)C(C)(C)[C@@H]5CC[C@]43C)[C@H]12,-3.5,-0.7,-15.4,-2.7,-4.6,-5.2,-3.8,-1.8,i
CC(C)C(=O)NNC(=O)CSc1ncnc2c1cnn2-c1ccccc1Cl,-3.5,-0.6,9.4,-3.0,1.7,1.4,-4.2,-0.5,i
O=Cc1ccccc1-c1cn(CN2C(=O)c3ccccc3C2=O)nn1,-4.7,-0.6,-17.2,-0.7,-1.1,-5.0,-7.3,5.2,i
Cc1c(Cl)c([N+](=O)[O-])nn1CCCC(=O)Nc1cccc(Cl)c1Cl,-3.4,0.3,-5.3,-4.0,-2.6,1.9,47.0,-4.2,i
COC(CN(C)S(=O)(=O)c1cc2c3c(c1)CCC(=O)N3CCC2)OC,2.7,-0.2,10.5,0.2,0.9,-0.7,-12.9,4.6,i
COc1ccc(CNC(=O)C(=O)NCC2OCCCN2S(=O)(=O)c2cccs2)cc1 (stereo not given),8.3,0.1,-11.3,-2.2,3.8,-0.3,-4.5,0.1,i
O=C(NCCCN1CCCCCC1)C1CC(=O)N(C2CCCC2)C1 (stereo not given),-9.7,0.1,-2.6,-9.4,2.4,0.8,-10.6,7.8,i
Cc1nnc(SCC(=O)Nc2ccc3c(c2)OCCO3)n1CC1CCCO1 (stereo not given),7.5,0.1,0.9,-10.1,4.3,-0.1,-12.4,1.9,i
Nn1c(SCC(=O)Nc2ccc(N3CCOCC3)cc2)nnc1-c1ccccc1F,-24.7,-0.5,2.7,-2.7,-4.9,4.8,-5.8,-2.4,i
CC(C)NS(=O)(=O)c1ccc(OCC(=O)Nc2ccc3c(c2)OCCO3)cc1,-0.5,0.2,-6.2,-2.5,-2.1,-5.2,-6.2,-2.8,i
CC(C)Oc1ccc(N2CC(C(=O)Nc3ccc(N4CCOCC4)cc3)CC2=O)cc1 (stereo not given),-1.7,1.7,-0.7,-4.9,-0.6,5.5,-9.2,1.9,i
O=C(OCC(=O)c1ccc[nH]1)c1ccc(F)c(S(=O)(=O)N2CCOCC2)c1,-13.7,-1.2,6.8,-12.6,1.0,1.1,-5.5,4.8,i
CC1CCC2(CC1)C(Nc1cccc(Cl)c1)=NC(=S)N2CC#N (stereo not given),3.4,-0.1,-108.6,1.2,-48.8,2.5,24.1,-0.1,i
COC(=O)[C@@]1(Cc2ccccc2)[C@H]2C(=O)N(C)C(=O)[C@H]2[C@H]2CN=C(SCc3ccccc3)N21,-1.9,1.5,2.2,-8.7,-2.1,1.1,1.9,-1.4,i
COCc1nnc(NC(=O)c2cc(C(=O)OC)cc([N+](=O)[O-])c2)s1,7.1,1.4,12.7,3.4,1.2,1.4,2.8,-7.9,i
CC1CCN(c2ccc(-c3cccs3)nn2)CC1,-3.9,-0.4,1.0,-0.7,-0.8,0.5,2.0,-3.2,i
Clc1ccc(CNc2ncccn2)cc1,0.6,0.7,15.4,-2.0,1.6,0.9,-2.9,-0.2,i
NS(=O)(=O)c1ccc(NC(=O)CSc2nc(Nc3ccccc3)nc(N3CCOCC3)n2)cc1,-4.2,-0.4,-14.0,-4.0,-1.5,6.1,2.1,2.4,i
Cc1ccc(Nc2nc(C)c3c(n2)CC(C)CC3=O)c(C)c1 (stereo not given),-5.2,0.5,-2.6,-1.9,-1.5,-0.2,2.7,1.0,i
O=C(O)c1ccc(CSc2nnnn2C2CCCCC2)cc1,1.5,1.2,9.0,-1.5,6.2,-0.6,-7.9,1.1,i
O=C(O)c1n[nH]nc1-c1ccccc1,-4.1,1.2,-6.5,-6.1,-2.9,-0.3,-7.2,4.0,i
COc1ccc(OC)c(-c2csc(-c3cccs3)n2)c1,-6.8,0.0,1.0,-2.5,-12.1,0.2,27.1,-3.0,i
SMILES,E coli Lon inh,MsrA inh,PABP1 MLLE inh,bovine MsrA act,MT1-MMP act inh,Rin1-Abl PPI inh,FAS TE block,CSN inh,Rpn11 block
O=C(NC(c1ccc(Cl)cc1)c1ccccn1)C1CCN(CCOc2ccc(Cl)cc2Cl)CC1 (stereo not given),-3.9,0.3,2.9,1.1,0.6,-0.3,19.5,1.8,i
COC(=O)CCCC[C@@H]1O[C@H](CCc2ccccc2)CC2=C1C(=O)OC(C)(C)O2,-11.7,-1.3,x,4.6,1.8,x,21.7,-1.7,x
CC(C)CC(=O)Nc1cccc(-c2nc3ccccc3[nH]2)c1,-0.1,-0.4,-14.3,-3.2,7.0,1.9,-2.2,2.4,i
O=C(CCCc1ccccc1)NCCCc1ccccc1,-7.7,-0.2,-7.0,0.7,1.2,2.1,7.7,-0.8,i
CCOc1cc(S(=O)(=O)N2CCN(c3ccc(F)cc3)CC2)c(OCC)cc1-n1cnnn1,-0.7,0.9,-4.1,-7.4,6.9,3.2,30.6,-0.7,i
O=C(Nc1ccccc1C(=O)NCCCn1ccnc1)c1ccc(Cl)cc1Cl,4.0,-0.2,-0.1,0.5,8.2,2.2,-18.8,2.6,i

# Compound profiles (already shown). Values in the order: E coli Lon inh	MsrA inh	PABP1 MLLE inh	bovine MsrA act	MT1-MMP act inh	Rin1-Abl PPI inh	FAS TE block	CSN inh	Rpn11 block
# Entry for CCOc1cc(S(=O)(=O)N2CCN(c3ccc(F)cc3)CC2)c(OCC)cc1-n1cnnn1 : -0.7	0.9	-4.1	-7.4	6.9	3.2	30.6	-0.7	i
# Entry for COC(=O)CCCC[C@@H]1O[C@H](CCc2ccccc2)CC2=C1C(=O)OC(C)(C)O2 : -11.7	-1.3	x	4.6	1.8	x	21.7	-1.7	x
